EBNA-1 inhibitor: blocks EBNA-1 binding to DNA. EBNA-1 DNA binding, fluorescence polarization. 300,000 compounds, 0.34% hits. inhibition, % at 14.8 µM; in the data active = inhibition above about 28%
LYPLA2 counter: counter-screen for PME1 inhibitors: inhibitors of human LYPLA2; O95372; recombinant LYPLA2, FP-Rh probe fluorescence polarization; inhibition, % at 5.9 µM; 320,000 compounds, 0.38% hits; AID 2177;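 active = inhibition above the screen-wide mean plus 3 SD, limit set per campaign, cut at about 26% in these data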;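 also: 0% = LYPLA2 with DMSO and 100% = wells lacking LYPLA2 enzyme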
Target sequence (O95372 whole entry, looked up): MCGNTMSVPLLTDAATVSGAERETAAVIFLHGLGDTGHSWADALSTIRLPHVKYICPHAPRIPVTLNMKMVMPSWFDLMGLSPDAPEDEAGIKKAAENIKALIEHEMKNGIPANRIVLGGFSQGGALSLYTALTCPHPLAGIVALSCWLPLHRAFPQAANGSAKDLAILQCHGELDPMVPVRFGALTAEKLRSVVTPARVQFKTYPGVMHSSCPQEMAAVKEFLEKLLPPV
ZTA DNA inh: blocks Epstein-Barr virus ZTA, an EBNA-1 counter-screen. P03206. ZTA-DNA binding, fluorescence polarization. inhibition, % at 11 µM. 320,000 compounds, 0.15% hits; in the data active = inhibition above about 33%
Target sequence (P03206 whole entry, looked up): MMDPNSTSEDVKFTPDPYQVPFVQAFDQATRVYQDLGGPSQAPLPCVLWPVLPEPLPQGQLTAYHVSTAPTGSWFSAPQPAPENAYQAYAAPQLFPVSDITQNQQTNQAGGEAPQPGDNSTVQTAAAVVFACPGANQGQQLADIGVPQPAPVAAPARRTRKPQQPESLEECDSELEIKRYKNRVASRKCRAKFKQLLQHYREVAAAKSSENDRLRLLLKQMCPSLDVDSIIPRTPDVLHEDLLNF
PREPL inh: human PREPL enzyme inhibition; Q4J6C6; AID 2751; inhibition, % at 5.96 µM; recombinant PREPL, fluorescence polarization activity-based probe; 320,000 compounds, 0.68% hits; in the data active = inhibition above about 43%;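 also: 0% = enzyme with DMSO and 100% = wells lacking enzyme; many of its hits are not listed in these tables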
PAFAH1B2 inh: PAFAH1B2 (human) inhibition | P68402 | recombinant PAFAH1B2, FP-rhodamine activity probe, fluorescence polarization | inhibition, % at 3.39 µM | 340,000 compounds, 1.2% hits | AID 492953;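 active = inhibition above the mean of all tested compounds plus 3 SD, cut at about 24% in these data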;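 also: 0% = enzyme with DMSO and 100% = wells lacking PAFAH1B2; many of its hits are not listed in these tables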
PAFAH2 FP inh: inhibitors of human PAFAH2. AID 492956. recombinant PAFAH2, FP-rhodamine activity probe, fluorescence polarization. inhibition, % at 3.39 µM. Q99487. 340,000 compounds, 0.99% hits;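 active = inhibition above the mean over all tested compounds plus 3 SD, cut at about 30% in these data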;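 also: inhibitors block probe labeling of enzyme so polarization drops; 0% = enzyme with DMSO and 100% = wells lacking PAFAH2 protein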
PAFAH1B3 inh: blocks human PAF acetylhydrolase 1B catalytic subunit 3 | inhibition, % at 3.39 µM | 340,000 compounds, 0.28% hits | recombinant PAFAH1B3, FP-rhodamine probe, fluorescence polarization;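 active = inhibition above the screen-wide average of all tested compounds plus 3 SD, cut at about 25% in these data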;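 also: 0% = enzyme with DMSO only and 100% = wells lacking PAFAH1B3 protein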
pPAFAH FP inh: inhibitors of human plasma PAF acetylhydrolase (pPAFAH). Q13093. recombinant pPAFAH, FP-rhodamine probe fluorescence polarization. inhibition, % at 3.39 µM. 330,000 compounds, 1.5% hits. AID 463082;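 active = inhibition above the mean inhibition across the screen plus 3 SD, cut at about 25% in these data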;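 also: inhibitors block binding of the rhodamine activity-based probe so polarization drops; 0% = enzyme with DMSO and 100% = wells lacking pPAFAH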
Target sequence (Q13093 whole entry, looked up): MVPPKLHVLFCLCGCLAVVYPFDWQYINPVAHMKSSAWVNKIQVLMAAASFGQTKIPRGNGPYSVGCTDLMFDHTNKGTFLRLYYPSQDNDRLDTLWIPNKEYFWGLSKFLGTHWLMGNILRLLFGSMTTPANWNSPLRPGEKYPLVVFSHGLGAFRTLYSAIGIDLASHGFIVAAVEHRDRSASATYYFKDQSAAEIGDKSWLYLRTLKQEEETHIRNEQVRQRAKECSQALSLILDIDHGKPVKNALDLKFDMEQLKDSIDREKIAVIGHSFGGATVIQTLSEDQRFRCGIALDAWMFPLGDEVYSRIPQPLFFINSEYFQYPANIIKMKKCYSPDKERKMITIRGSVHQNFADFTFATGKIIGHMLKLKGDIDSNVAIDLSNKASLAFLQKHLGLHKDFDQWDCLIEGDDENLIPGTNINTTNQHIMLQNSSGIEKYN
LYPLA1 inh: counter-screen for PME1 inhibitors: inhibitors of human LYPLA1; AID 2174; O75608; recombinant LYPLA1, FP-Rh probe fluorescence polarization; inhibition, % at 5.9 µM; 320,000 compounds, 0.16% hits;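 active = inhibition above the mean of all tested compounds plus 3 SD, set per campaign, cut at about 14% in these data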;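 also: inhibitors block serine hydrolase probe labeling of LYPLA1 so polarization falls; 0% = enzyme with DMSO and 100% = wells lacking LYPLA1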
* hit, by the source's call; . = not tested or not shown. This is a subset; rates above refer to the full screens.

SMILES | EBNA-1 inhibitor | LYPLA2 counter | ZTA DNA inh | PREPL inh | PAFAH1B2 inh | PAFAH2 FP inh | PAFAH1B3 inh | pPAFAH FP inh | LYPLA1 inh
O=C(CN1CCCCCC1)Nc1ccccc1C(=O)Nc1ccccc1 | -9 | -12 | -13 | 9 | 4 | 6 | 19 | -4 | -4
CCOc1ccc(CN2CCN(C(=O)c3cccc(F)c3)CC2)cc1 | -3 | -1 | -1 | 6 | 0 | 6 | 2 | -2 | 5
COc1ccccc1N1CCN(C(=O)C2CCC(Cn3c(=S)[nH]c4ccccc4c3=O)CC2)CC1 (centres undefined) | -10 | 8 | -8 | 13 | 2 | -12 | 8 | -1 | 4
O=C(CC1Sc2ccccc2NC1=O)Nc1cccnc1 (centres undefined) | -3 | 5 | 1 | 1 | 5 | 6 | 18 | -3 | 0
CCOC(=O)CC1=C(C(=O)OCC)C(c2ccc(OC)c(OC)c2)C(C#N)=C(N)O1 (centres undefined) | -13 | 5 | -6 | 7 | 5 | -1 | -6 | -3 | -1
O=C(OCC(=O)N1CCCC1=O)C1CCN(S(=O)(=O)c2ccc(Cl)c(C(F)(F)F)c2)CC1 | . | 0 | 14 | 16 | 0 | 7 | 4 | -3 | -5
CCc1ccc(-c2cc(C)no2)cc1S(=O)(=O)NCc1ccco1 | -3 | 4 | 19 | -4 | 2 | 0 | 7 | 11 | 0
Cc1ccc(OCCOCCNC(C)(C)C)c([N+](=O)[O-])c1 | 0 | -3 | -4 | 7 | 3 | 4 | -2 | -4 | 1
CC(CCl)OC(C)CCl (centres undefined) | . | 2 | -4 | 1 | 1 | -3 | 5 | -2 | 2
Cc1ccc(CNC(=O)CN(C)S(=O)(=O)c2cccs2)cc1 | 3 | 4 | -8 | 2 | 10 | 4 | 0 | 2 | 1
Cc1nc2ccc(S(=O)(=O)NC(C(=O)Nc3nc4ccc(Cl)cc4s3)C(C)C)cc2s1 (centres undefined) | 6 | 4 | 0 | -2 | 1 | 2 | 2 | 0 | -2
Cc1ccc(NC(=O)CN(C)C(=O)c2ccc(Cl)c(S(=O)(=O)NCc3ccco3)c2)cc1 | . | . | . | 5 | 3 | 11 | 6 | 5 | .
COc1ccccc1CNC(=O)COC(=O)c1ccc(C)c(S(=O)(=O)N2CCCCC2)c1 | 2 | 4 | -2 | 4 | 5 | 42* | 10 | 27* | -1
Cc1nnsc1S(=O)c1ccc(Cl)cc1 (centres undefined) | 8 | -1 | 1 | 0 | 5 | 4 | 11 | 0 | 0
Cc1ccccc1CN1CCNC(=O)C1CC(=O)O (centres undefined) | 7 | 2 | -5 | -2 | 0 | 9 | 4 | 1 | -1
CCN(CC(=O)Nc1c(F)cccc1F)C(=O)c1cc([N+](=O)[O-])ccc1N1CCCCC1 | -2 | 3 | -12 | 6 | 5 | 2 | 4 | 3 | -3
O=C(CN1CCN(Cc2ccccc2F)C1=O)NCc1ccco1 | -9 | -5 | -15 | 2 | 4 | -2 | 0 | 1 | -3
CCOC(=O)C(C)(C)Oc1ccc(Cl)cc1 | 7 | 2 | -18 | 7 | -2 | 11 | 4 | 0 | 0
CSCCC(NC(=O)c1cccc(C)c1)C(=O)OCC(=O)Nc1c(C)nn(-c2ccccc2)c1C (centres undefined) | -1 | 4 | 2 | 5 | -1 | 0 | -4 | 0 | 4
Cc1cc(CN(C)C(=O)CC2C(=O)NCCN2Cc2c(F)cccc2Cl)n[nH]1 (centres undefined) | 5 | 0 | 21 | 4 | 1 | 9 | -1 | 1 | 0
CCOc1ccc(CCNC(=O)CSc2cc(=O)n(C)c3cc(Cl)ccc23)cc1OCC | 2 | 3 | -22 | -2 | -3 | -1 | 3 | 3 | 3
CC(=O)N1CCN(c2ccc(NCc3ccc(C)cc3)cc2)CC1 | -7 | 5 | 16 | 74* | 7 | 7 | 0 | 18 | 1
CN(C)S(=O)(=O)c1cc(NC(=O)COC(=O)C2COc3ccccc3O2)ccc1Cl (centres undefined) | -9 | 3 | -6 | 5 | 8 | -2 | 7 | 5 | 2
Nc1nnc(SCC(=O)Nc2cc(S(=O)(=O)N3CCOCC3)ccc2Cl)s1 | 2 | 2 | -3 | 5 | 3 | -5 | 1 | 1 | -3
O=C(NCc1ccncc1)c1ccccc1Nc1ccc(SC(F)F)cc1 | 11 | 25 | 2 | 29 | 2 | -13 | 0 | 14 | 1
CC(C)COc1ccc(C(=O)NC(CC(C)C)C(=O)O)cc1 (centres undefined) | 5 | 7 | -1 | 8 | 3 | 8 | 2 | 5 | 1
COC(=O)c1ccc(C#Cc2ccccc2)o1 | -4 | 4 | 3 | -8 | 0 | 1 | -4 | 9 | 3
Cc1n[nH]c(C)c1CCC(=O)N/N=C/c1cccs1 | -4 | -5 | 13 | -3 | . | . | . | 0 | -3
CCOCCCNC(=O)c1cccs1 | -3 | -5 | -1 | -15 | 2 | -6 | 2 | 1 | 2
Cc1cc(-c2ccc(S(=O)(=O)N3CCc4ccccc4C3)s2)on1 | 1 | -4 | 11 | -27 | 1 | 11 | -6 | 4 | -4

Of the compounds above, these contain two or more sulfur atoms:
SMILES | EBNA-1 inhibitor | LYPLA2 counter | ZTA DNA inh | PREPL inh | PAFAH1B2 inh | PAFAH2 FP inh | PAFAH1B3 inh | pPAFAH FP inh | LYPLA1 inh
Cc1ccc(CNC(=O)CN(C)S(=O)(=O)c2cccs2)cc1 | 3 | 4 | -8 | 2 | 10 | 4 | 0 | 2 | 1
Cc1nc2ccc(S(=O)(=O)NC(C(=O)Nc3nc4ccc(Cl)cc4s3)C(C)C)cc2s1 (centres undefined) | 6 | 4 | 0 | -2 | 1 | 2 | 2 | 0 | -2
Cc1nnsc1S(=O)c1ccc(Cl)cc1 (centres undefined) | 8 | -1 | 1 | 0 | 5 | 4 | 11 | 0 | 0
Nc1nnc(SCC(=O)Nc2cc(S(=O)(=O)N3CCOCC3)ccc2Cl)s1 | 2 | 2 | -3 | 5 | 3 | -5 | 1 | 1 | -3
Cc1cc(-c2ccc(S(=O)(=O)N3CCc4ccccc4C3)s2)on1 | 1 | -4 | 11 | -27 | 1 | 11 | -6 | 4 | -4

Carrying on:
SMILES | EBNA-1 inhibitor | LYPLA2 counter | ZTA DNA inh | PREPL inh | PAFAH1B2 inh | PAFAH2 FP inh | PAFAH1B3 inh | pPAFAH FP inh | LYPLA1 inh
Cc1ccc(N2C(=O)Nc3ccccc3C2(O)C(=O)N2CCN(c3ccccn3)CC2)cc1C (centres undefined) | 3 | 13 | -18 | -2 | 2 | -2 | 4 | 4 | 7
O=C(Cn1nnc2ccccc2c1=O)N[C@@H](Cc1ccccc1)C(=O)O | -8 | 7 | 1 | -22 | 1 | -10 | 6 | -1 | 1
Cc1ccc(C)c(OCc2cc(C(=O)NC3CCOC(C)(C)C3)no2)c1 (centres undefined) | 0 | 1 | 5 | 1 | 0 | -2 | 6 | 4 | -3
Cc1csc2ncnc(NC3CCN(Cc4ccccc4)CC3)c12 | 8 | 2 | 8 | 11 | 3 | 0 | 12 | 6 | 3
c1ccc(N2CCCCC2)c(NC2=NCCC2)c1 | -4 | 2 | 17 | 15 | 0 | -1 | 3 | 0 | 1
Cc1cccc(CS(=O)(=O)c2ncc(Cl)c(C(=O)NCc3ccccc3)n2)c1 | 2 | -6 | 2 | 3 | 5 | 6 | 5 | 2 | -1
CC1(C)NC(=O)N(CC(O)CN2CCCCC2)C1=O (centres undefined) | 1 | 3 | 9 | -9 | 2 | 7 | 9 | -8 | 0
COC(=O)c1cnn(-c2ccc(Cl)cc2)c1/C=N/NC(N)=S | -10 | 4 | 5 | 0 | 3 | 2 | 8 | 6 | 4
CCCCOC(=O)Nc1nnc(CC)s1 | 1 | -1 | 5 | 7 | -2 | 1 | 0 | -3 | -2
COc1cc(C(=O)NCc2ccc(-c3nc4ccccc4o3)cc2)cc(OC)c1OC | -14 | 0 | -9 | -3 | 5 | -3 | 6 | 2 | 0
Cc1ccc(C)c(OCc2ccc(C(=O)N3N=C(C(F)F)CC3(O)C(F)F)o2)c1 (centres undefined) | 4 | -7 | 2 | 4 | -1 | -1 | 9 | 4 | -3
COc1cc(OC)c2c(c1)O/C(=C\c1ccccc1)C2=O | 1 | -7 | 6 | -5 | . | . | . | 3 | 0
CSCC[C@H](NC(=O)C1CCN(S(=O)(=O)c2ccccc2)CC1)C(=O)NC1CC1 | 10 | 9 | 4 | 4 | 2 | 3 | -1 | 5 | 2
O=C(NCC(=O)N(CC1CCCO1)C1(C(=O)NC2CCCCC2)CCCCC1)c1ccccc1 (centres undefined) | -1 | 6 | -1 | 15 | -3 | 1 | 6 | -2 | 1
Cc1ncsc1CCOC(=O)C1C2CC3CC(C2)CC1C3 (centres undefined) | -3 | 1 | -5 | -4 | 14 | 14 | -9 | 0 | 1

Marked active in PREPL inh (from the list above):
Compound | EBNA-1 inhibitor | PREPL inh | PAFAH1B2 inh | PAFAH2 FP inh | PAFAH1B3 inh | pPAFAH FP inh
CC(=O)N1CCN(c2ccc(NCc3ccc(C)cc3)cc2)CC1 | -7 | 74* | 7 | 7 | 0 | 18

Next records:
SMILES | EBNA-1 inhibitor | LYPLA2 counter | ZTA DNA inh | PREPL inh | PAFAH1B2 inh | PAFAH2 FP inh | PAFAH1B3 inh | pPAFAH FP inh | LYPLA1 inh
CCN(CC)C(=O)Cn1cc(SCC(=O)NCc2ccco2)c2ccccc21 | 20 | 3 | -8 | -6 | 3 | 2 | 5 | 1 | 0
COc1cc(CNn2cn[nH]c2=S)cc(Br)c1OCc1ccccc1F | 8 | 10 | -2 | 7 | 1 | -3 | 4 | 7 | 3
Cc1ccc(C(=O)NCCc2nnc3c(C(F)(F)F)cc(Cl)cn23)o1 | -11 | -2 | -3 | 2 | 2 | 6 | 6 | 5 | 3
CCCc1nc2nc(C)c(NS(=O)(=O)c3ccc(CC(C)C)cc3)c(=O)n2[nH]1 | -13 | -3 | -2 | 13 | 10 | 9 | 8 | 3 | -3
Cc1onc(-c2ccccc2)c1-c1nnc(CN2CCN(S(=O)(=O)c3ccccc3)CC2)o1 | . | 6 | -7 | 11 | 4 | -6 | 13 | 0 | 4
Cc1cc(=O)oc2cc(OC(=O)c3ccccc3)ccc12 | -3 | 16 | -8 | 14 | 4 | 4 | 1 | 3 | 3
Cc1ccc2cc(CN(Cc3nnnn3C3CCCCC3)CC3CCCO3)c(=O)[nH]c2c1 (centres undefined) | 6 | -2 | -6 | 0 | -1 | 3 | -6 | 5 | -2
Cc1nc2cc(C(=O)NCc3ccc4c(c3)OCO4)ccc2n1-c1ccc(Br)cc1 | -4 | 0 | -5 | -9 | 3 | -1 | -3 | 2 | 3
COc1ccc(N(CC(=O)NCCc2ccc(Cl)cc2)S(=O)(=O)c2c(C)[nH]c(=O)[nH]c2=O)cc1 | 8 | -6 | 13 | 17 | 18 | 1 | -4 | 5 | -2
COc1ccc(/C=C(\NC(=O)c2cccs2)C(=O)Nc2ccc(C)cc2)cc1OC | 1 | 3 | -10 | 14 | 2 | -4 | 6 | 3 | -2
COc1ccc(CCn2c(C3CCCCC3)nc3c(c(=O)c4ccccc4n3C)c2=O)cc1OC | -12 | -2 | -17 | 9 | 1 | 9 | 4 | -3 | 3
CCCCC(=O)NCCc1cc2c(OC)ccc(OC)c2[nH]c1=O | 4 | 1 | -7 | 3 | -1 | 4 | 2 | 7 | 0
Cc1cc(C)cc(NC(=O)COC(=O)CCCC2=NS(=O)(=O)c3ccccc3N2)c1 | -1 | -1 | -6 | -5 | 2 | -1 | -2 | -13 | -2
O=C(C1CCC1)N1CCc2cc(S(=O)(=O)NC3CCCc4ccccc43)ccc21 (centres undefined) | -5 | 4 | -25 | 17 | 8 | 12 | 7 | 7 | 1
O=C1C2C3C=CC(C3)C2C(=O)N1/N=C/c1cc(Br)cc([N+](=O)[O-])c1O (centres undefined) | 7 | 1 | 4 | 14 | 6 | 3 | 1 | 8 | 2

Screening results (PubChem)
